From PubChem
Lipid droplet = hepatic lipid droplet formation modulation. AML12 mouse hepatocytes, oleate lipid droplets, BODIPY imaging. 240,000 compounds, 0.4% hits. inhibition, % at 6.5 µM;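 active means lipid droplet intensity inhibited by at least 50%, with more than 500 cells counted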
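System: AML12 hepatocytes (mouse). Probe or stimulus: oleic acid at 100 µM to induce lipid droplet formation. Times: overnight treatment with compound plus oleate. Detection: Image-based BODIPY and DAPI two-channel analysis. Evaluation: percent inhibition of filter-corrected integrated lipid droplet intensity per well.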
Lipid droplet cells 6.5 µM = recorded beside Lipid droplet, whose call it bears; cell count; measured here: cell count, cytotoxicity flag;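 cells counted across two imaged fields per well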
* marks the source's active call; other numbers are inactive results.

#	structure	Lipid droplet cells 6.5 µM	Lipid droplet
1	CCCCNS(=O)(=O)c1ccc2nc(-c3cccnc3)cc(C(=O)NCC(OC)OC)c2c1	767	3.3
2	Cc1cc2cc(CCNC(=O)CCCc3ccccc3)c(=O)[nH]c2cc1C	714	-1.6
3	CC1=NN(c2ccc(Cl)c(C(=O)O)c2)C(=O)/C1=C/c1ccc(-c2ccccc2[N+](=O)[O-])o1	802	15.2
4	CN(C)CCNC(=O)c1csc(Nc2cccc3ccccc23)n1	805	5.2
5	COc1cccc(/C=C2/Sc3ccc(C(=O)NCCN4CCCC4)cc3NC2=O)c1	751	2.8
6	O=C(O)CCN1C(=O)/C(=C\c2cccc(OCc3ccccc3)c2)SC1=S	505	9.0
7	Cc1ccc(NC(=O)CCNC(=O)Cn2ccc3ccccc3c2=O)cc1F	866	-24.2
8	Cc1cc(=O)nc2c3ccccc3n(CC(=O)NCCCN3CCCCC3C)n12 (configuration not stated)	703	-23.1
9	Cc1cc(N2CCCC2)ccc1NC(=O)COc1cccc(C(F)(F)F)c1	656	-7.6
10	CCCN(c1ccccc1F)S(=O)(=O)c1c[nH]c(C(=O)OC)c1	742	-5.3
11	CCOC(=O)Cc1csc(NS(=O)(=O)c2ccc([N+](=O)[O-])cc2)n1	844	6.1
12	COc1ccc(N(C(=O)c2snc(C(N)=O)c2N)C(C(=O)NC2CCCCC2)c2ccc(C)o2)c(OC)c1 (configuration not stated)	758	-34.0
13	O=C(NCCCO)c1cc2c(cn1)[nH]c1ccccc12	832	8.3
14	COc1ccccc1C(=O)C1CCCN(C(=O)c2cnn(C(C)C)c2)C1 (configuration not stated)	691	5.6
15	COc1ccc(NC(=O)COc2ccccc2)cc1NC(=O)c1ccco1	817	1.1
16	Cc1cccc(/C=N\N=C\c2cccc(C)c2)c1	829	-2.2
17	Cc1cc(C)n(C(=O)c2cccc([N+](=O)[O-])c2C)n1	848	11.1
18	Cc1ccc(/C=C2\SC(=S)N(CCCC(=O)Nc3cc(C)on3)C2=O)cc1	803	-1.4
19	Cc1nccn1CCOc1ccc(Cl)cc1	867	10.1
20	O=C(Nc1nccs1)c1ccc(COc2ccccc2)o1	829	-13.1
21	Cc1cc2nc(-c3ccc(=O)[nH]c3)n(C)c2cc1C	712	3.3
22	Cc1cc(C)cc(C(=O)OCC(=O)NCCNC(=O)COC(=O)c2cc(C)cc(C)c2)c1	674	-19.6
23	COc1cc(CCC(=O)OCC(=O)Nc2c(Cl)cccc2Cl)cc(OC)c1OC	757	-19.5
24	Cc1nc2c(-c3ccccc3)cnn2c(N)c1-c1ccccc1	806	-5.1
25	O=C(O)c1ccccc1C(=O)N1N=C(c2ccccc2)CC1c1ccccc1O (configuration not stated)	822	-4.8

Entries above that have two or more sulfur atoms (3):
#	structure	Lipid droplet cells 6.5 µM	Lipid droplet
6	O=C(O)CCN1C(=O)/C(=C\c2cccc(OCc3ccccc3)c2)SC1=S	505	9.0
11	CCOC(=O)Cc1csc(NS(=O)(=O)c2ccc([N+](=O)[O-])cc2)n1	844	6.1
18	Cc1ccc(/C=C2\SC(=S)N(CCCC(=O)Nc3cc(C)on3)C2=O)cc1	803	-1.4

Further structures.
#	structure	Lipid droplet cells 6.5 µM	Lipid droplet
26	Cc1ccc(-c2nnn(CC(=O)N(CC(=O)NC3CCCCC3)c3cccc(F)c3)n2)o1	747	-22.9
27	CC1CN(C(=O)CCC(=O)NCCCN2CCN(Cc3ccccc3)CC2)c2cc(Cl)ccc2O1 (configuration not stated)	667	-16.2
28	COc1ccc(CN(C(=O)COc2ccc(C)c(C)c2)C2CCS(=O)(=O)C2)cc1OC (configuration not stated)	734	-1.0
29	O=C(CCNS(=O)(=O)c1ccc2[nH]c(=O)oc2c1)NCc1ccc(F)cc1	700	9.6
30	CS(=O)(=O)c1ccccc1C(=O)Nc1ccc2sccc2c1	781	9.3
31	COc1cc2cc(C#N)c(SCC(=O)Nc3cc(C)on3)nc2cc1OC	741	11.2
32	Cc1nc(SC(C)C(=O)NC2CCCCC2C)c2c(C)c(C)sc2n1 (configuration not stated)	782	-2.4
33	COc1ccc(O)c(/C=N/NC(=O)CN2CCS(=O)(=O)CC2)c1	831	6.4
34	COc1ccc2oc(C(=O)NCc3cc(OC)c(OC)cc3OC)c(C)c2c1	793	7.0
35	Cc1cc(=O)oc2c(CN3CCN(CCO)CC3)c(O)ccc12	814	3.5
36	CCOc1ccc(S(=O)(=O)Nc2cccc(C(=O)N(C)Cc3cccc(OC)c3OC)c2)cc1	884	-0.7
37	COc1ccc(CNC(=O)c2ccc(Cn3cc(Br)cn3)o2)cc1	603	11.9
38	Cc1ccc(S(=O)(=O)CC(=O)NCc2ccccc2)cc1	690	13.8
39	CCCCC(CC)C(=O)Nc1cc(=O)[nH]c2nc3ccccc3n12 (configuration not stated)	789	-24.8
40	CC(=O)c1ccc(N2CCN(S(=O)(=O)c3c(C)[nH]c(C)c3C(=O)N3CCCC3)CC2)cc1	724	22.7
41	Cc1c(C(c2cccc(Br)c2)c2c(C)n(C)n(-c3ccccc3)c2=O)c(=O)n(-c2ccccc2)n1C	801	-0.2
42	CN1C(=O)[C@H]2[C@@H](C3CC3)N3C(=O)CN(Cc4ccccc4)C(=O)[C@@]3(C)[C@H]2C1=O	784	-9.9
43	CCN(CC(=O)Nc1c(F)cccc1F)C(=O)CSc1nc(C)cc(C)n1	633	-2.6
44	Cc1nc(C)c(-c2csc(Nc3ccc(S(N)(=O)=O)cc3)n2)s1	774	1.1
45	COc1cc(CN2CCN(c3ncccn3)CC2)cc(OC)c1	790	-2.2
46	CCOC(=O)c1sc(N2C(=O)C(O)=C(C(=O)c3ccco3)C2c2cccc(Cl)c2)nc1C (configuration not stated)	682	-10.4
47	COc1ccc(/C=N/NC(=O)c2cc(-c3ccccc3)nc3ccccc23)cc1O	806	-0.6
48	N/C(=N\OC(=O)c1ccc(Cl)c([N+](=O)[O-])c1)c1ccccc1	799	-3.2
49	CNc1ccc(/C=C(\C#N)C(=O)Nc2ccccn2)cc1[N+](=O)[O-]	776	-6.4
50	CC(C)(C)OC(=O)NN1CC(=O)N2Cc3[nH]c4ccccc4c3C[C@H]2C1=O	838	-17.5
51	CCOc1cccc(CNc2nnnn2C)c1	836	-4.4
52	O=C(c1ccc2c(c1)N(Cc1ccccc1F)C(=O)c1ccccc1S2(=O)=O)N1CCCC1	689	0.4
53	CCOc1ccc(NC(=O)c2ccc(NS(=O)(=O)c3cccs3)cc2)cc1	799	13.7
54	COc1ccc(C(=O)OCC(=O)Nc2c(C)cccc2C)cc1	790	-20.2
55	COc1ccc(C(=O)Oc2c(OC)cc(C(=S)N3CCOCC3)cc2OC)cc1	839	-5.0
56	Cn1c(CSCc2ccc(F)cc2)n[nH]c1=S	780	-10.1
57	COc1ccccc1N(C)S(=O)(=O)c1ccc(C(=O)N2CCCc3ccccc32)cc1	825	-26.7
58	C=CCN(C(=O)c1csnn1)C(C(=O)NCc1ccc(F)cc1)c1sccc1C (configuration not stated)	793	25.8
59	Cc1ccc(S(=O)(=O)NCc2ccncc2)cc1C(=O)NCC(C)C	760	3.1
60	COc1cc(Cl)ccc1OCc1cc(C(=O)NC(C)Cc2cccnc2)no1 (configuration not stated)	627	-4.0
61	COC(=O)C1(C)NC(c2ccccc2C)C2C(=O)N(c3ccc(F)cc3)C(=O)C21 (configuration not stated)	770	2.7
62	CCc1ccccc1NC(=O)CN(C)Cc1c(O)ccc2ccccc12	762	-1.4
63	Nc1cccc(NC(=O)CN2CCOCC2)c1	822	-0.5
64	Cc1cc(C)c(S(=O)(=O)NC2CC3CCC2C3)c(C)c1 (configuration not stated)	822	-33.3
65	CCOC(=O)C1CCCN(C(=O)c2ccc3c(c2)N(C)C(=O)/C(=C/c2ccccc2Cl)S3)C1 (configuration not stated)	690	-5.6
66	COc1ccc(OCc2cc(C(=O)NCCc3ccccc3)no2)c(Cl)c1	740	19.8
67	Cc1cc(=O)oc2cc(NC(=O)c3ccccc3Cl)ccc12	803	3.9
68	COc1ccc(N2CCCC2)c(NC(=O)COc2ccccc2Cl)c1	779	-9.1
69	CC(=O)c1cccc(CN2CCC(n3nccc3NC(=O)CCc3ccccc3)CC2)c1	675	-7.3
70	Cc1cc(OCC(=O)NC2CC(C)(C)NC(C)(C)C2)c2c(C)c(C)c(=O)oc2c1	728	4.1
71	COc1ccc(C(CNC(=O)c2oc3ccc(C)cc3c2C)N2CCCCC2)cc1 (configuration not stated)	684	-6.7
72	CCn1c(SCC(=O)Nc2ccc(F)cc2)nnc1C1CC1	764	-6.2
73	Cc1cc(C)c2nc(-c3ccccn3)cc(C(=O)N3CCCC3)c2c1	690	-5.6
74	Cc1cc(-c2ccc(C)c(S(=O)(=O)NCCN3CCC(C)CC3)c2)on1	594	-22.5
75	CC(C)(C)NC(=O)C1CCC(CNS(=O)(=O)c2cccc3nsnc23)CC1 (configuration not stated)	696	-36.8

(further entries)
#	structure	Lipid droplet cells 6.5 µM	Lipid droplet
76	O=C(c1ccc(Cn2cc([N+](=O)[O-])cn2)o1)N1CCCCCC1	850	1.1
77	C=CCN(C(=O)c1oc2c(Cl)cc(C)cc2c1C)C1CCS(=O)(=O)C1 (configuration not stated)	748	11.0
78	O=C(c1ccc2c(c1)OCO2)N1CCN(c2cccc(C(F)(F)F)c2)CC1	818	-19.1
79	CC1CCN(CCCNC(=O)C2CCN(S(=O)(=O)N3CCC4(CC3)OCCO4)CC2)CC1	775	-18.3
80	COCC(=O)N(Cc1cc2cc(C)ccc2[nH]c1=O)c1ccc(C)c(C)c1	782	-13.0
81	CCOc1ccccc1OCC(=O)Nc1cc2c(cc1C(=O)O)OCCCO2	714	-12.1
82	CCCCNC(=O)C1CCC(CNS(=O)(=O)c2c(C)cc(C)cc2C)CC1 (configuration not stated)	781	-8.8
83	CC(Cc1ccccc1)NC(=O)CC(c1ccccc1)c1ccccc1O (configuration not stated)	869	-1.9
84	COc1c(C)cc(C(=O)C2CCCN(C(=O)c3csc(C)n3)C2)cc1C (configuration not stated)	774	-5.0
85	COc1ccc(C)c2sc(N(CCN(C)C)C(=O)c3ccc4ccccc4c3)nc12	709	-5.5
86	COc1ccccc1N1C(=NC(=O)C2CCCCC2)SC2CS(=O)(=O)CC21 (configuration not stated)	775	19.1
87	Cc1ccc(NC(=O)CCc2ccc(C)o2)c(Br)c1	847	13.2
88	COc1ccc(C(=O)Nc2cccc(C(=O)O)c2)cc1S(=O)(=O)N1CCCC1	826	-0.4
89	COc1ccc(C(=O)NNC(=O)CSc2nc(C(C)C)nc3ccccc23)cc1	786	-29.8
90	COc1ccc(-c2sc(Nc3ccccc3)n[n+]2-c2ccc(F)cc2)c(C)c1C	779	13.4
91	OC(COC(c1ccc(F)cc1)c1ccc(F)cc1)CN1CCCC(C(F)(F)F)C1 (configuration not stated)	818	-7.9
92	CC(C)c1ccc(NC(=O)Cn2ncn3c(cc4ccccc43)c2=O)cc1	728	-17.4
93	COc1cccc(C2=NN(C(C)=O)C(c3cccs3)C2)c1 (configuration not stated)	850	-1.8
94	CC(=O)N1CCc2cc(S(=O)(=O)CCC(=O)NCCc3ccc(C)cc3)ccc21	682	11.5
95	COc1ccc(NS(=O)(=O)NC(=O)c2cn(C)c3ccccc23)cc1	686	12.4
96	CC(CNC(=O)CCCn1ncn2c(cc3occc32)c1=O)c1ccccc1 (configuration not stated)	680	-11.3
97	COc1ccc(/C=C2\SC(=Nc3ccccc3OC)NC2=O)cc1	767	-2.3
98	COc1cc(C2Nc3ccc4ccccc4c3C3=C2C(=O)CC(C)(C)C3)ccc1OC(C)C(=O)O (configuration not stated)	840	8.3
99	O=C(NCc1cnn(-c2ccc(F)cc2)c1)C1CCC(=O)N(C2CC2)C1 (configuration not stated)	637	-14.8
100	CCc1nc2nc(C)c(NS(=O)(=O)c3cccs3)c(=O)n2[nH]1	800	-0.4

Another view of 3 compounds above:
(98) COc1cc(C2Nc3ccc4ccccc4c3C3=C2C(=O)CC(C)(C)C3)ccc1OC(C)C(=O)O (configuration not stated)
  Lipid droplet cells 6.5 µM = 840 | Lipid droplet = 8.3
(99) O=C(NCc1cnn(-c2ccc(F)cc2)c1)C1CCC(=O)N(C2CC2)C1 (configuration not stated)
  Lipid droplet cells 6.5 µM = 637 | Lipid droplet = -14.8
(100) CCc1nc2nc(C)c(NS(=O)(=O)c3cccs3)c(=O)n2[nH]1
  Lipid droplet cells 6.5 µM = 800 | Lipid droplet = -0.4

Next section:
#	structure	Lipid droplet cells 6.5 µM	Lipid droplet
101	Cn1nccc1C(=O)N1CCN(C23CC4CC(CC(C4)C2)C3)CC1	699	3.1
102	COC(=O)Nc1ccc(S(=O)(=O)NC2CCCCC2)cc1	709	-1.2
103	Nc1ccccc1C(=O)Nc1cccc2ccccc12	821	3.2
104	Cc1cc(OC(C)C(=O)NCc2ccccn2)c2c(C)c(Cc3ccccc3)c(=O)oc2c1 (configuration not stated)	757	-2.0
105	Cc1cc(N)ccc1NC(=O)CN1CCOCC1	814	15.2
106	COc1ccc(/C=C(\NC(=O)c2ccc(C)cc2)C(=O)NCCCn2ccnc2)cc1OC	807	-0.2
107	Cc1cccc(N2CCN(C(=O)CCNS(=O)(=O)c3cccs3)CC2C)c1 (configuration not stated)	803	-3.4
108	Cc1cccc(Cl)c1OCCCN1CCOCC1	855	-8.0
109	CCCCn1c(N)c(N(CC(C)C)C(=O)c2oc3ccc(OCC)cc3c2C)c(=O)[nH]c1=O	852	2.2
110	O=C(CN(Cc1ccccc1Cl)C(=O)CNS(=O)(=O)c1ccc(F)cc1)NCC1CCCO1 (configuration not stated)	813	-8.4
111	CCOc1ccccc1CN1CCNC(=O)C1CC(=O)NCc1cc(C)n(C)n1 (configuration not stated)	665	-6.2
112	COc1cc(NC(=O)CN(c2ccc(C)cc2)S(=O)(=O)c2c(C)noc2C)cc(OC)c1	718	-32.2
113	O=C(O)C1CCCCC1C(=O)Nc1ccc(OCc2ccccc2)cc1 (configuration not stated)	731	-13.1
114	O=C(Nc1cccc(C(F)(F)F)c1)c1cc(-c2ccco2)on1	813	17.5

Copied from the list.
no. 10 @ Lipid droplet: -5.3
no. 84 @ Lipid droplet cells 6.5 µM: 774
no. 88 @ Lipid droplet cells 6.5 µM: 826
no. 106 @ Lipid droplet cells 6.5 µM: 807

These rows are one share of the data. The share of hits here may be higher or lower than overall.
